G6PDH CS – L. mesenteroides G6PDH inhibitors, counter-screen for G6PDH-coupled screening assays, biochemical, Leuconostoc mesenteroides enzyme. hit rate 0.12% among 200,000. inhibition, % at 5 µM. Purified L. mesenteroides G6PDH, diaphorase/resazurin coupled fluorescence, 45 min; in the data active means inhibition above about 50%
PMI act – activators of human PMI, primary screen, biochemical, fluorescence intensity, near-Km mannose 6-phosphate | hit rate 0.005% among 190,000 | Mannose-6-phosphate isomerase (Homo sapiens), P34949 | AID 1214, 2008 | activation factor at 20 µM | purified human PMI, coupled resazurin fluorescence, 20 min; hits give high values; 1 = vehicle control, 0 substrate-free wells;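 active means activation factor of 2 or more at 20 µM, relative to plate controls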
Target sequence (P34949 whole entry, looked up): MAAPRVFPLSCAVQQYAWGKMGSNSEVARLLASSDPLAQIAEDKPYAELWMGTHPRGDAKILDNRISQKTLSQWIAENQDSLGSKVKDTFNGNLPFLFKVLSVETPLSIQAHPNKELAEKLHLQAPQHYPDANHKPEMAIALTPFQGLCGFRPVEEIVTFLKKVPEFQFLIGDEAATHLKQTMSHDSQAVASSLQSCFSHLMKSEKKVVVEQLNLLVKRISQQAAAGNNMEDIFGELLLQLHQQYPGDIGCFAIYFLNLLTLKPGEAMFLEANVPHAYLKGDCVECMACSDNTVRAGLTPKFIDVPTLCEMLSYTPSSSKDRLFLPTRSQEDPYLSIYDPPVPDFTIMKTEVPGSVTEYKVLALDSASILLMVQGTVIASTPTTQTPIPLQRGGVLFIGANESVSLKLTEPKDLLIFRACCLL
TNAP inh noacc – human TNAP enzyme inhibitors, primary screen, biochemical, luminescent, no phosphate acceptor, uHTS; hit rate 0.26% among 200,000; inhibition, % at 20 µM; AID 1012, 2008; purified TNAP, CDP-star luminescence, 30 min; Alkaline phosphatase, tissue-nonspecific isozyme (Homo sapiens), P05186;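 active means tissue-nonspecific alkaline phosphatase inhibition above about 50% at 20 µM in the single-dose screen, limit read from the data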;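 further: 0% = DMSO negative control and 100% = EDTA positive control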
Target sequence (P05186 whole entry, looked up): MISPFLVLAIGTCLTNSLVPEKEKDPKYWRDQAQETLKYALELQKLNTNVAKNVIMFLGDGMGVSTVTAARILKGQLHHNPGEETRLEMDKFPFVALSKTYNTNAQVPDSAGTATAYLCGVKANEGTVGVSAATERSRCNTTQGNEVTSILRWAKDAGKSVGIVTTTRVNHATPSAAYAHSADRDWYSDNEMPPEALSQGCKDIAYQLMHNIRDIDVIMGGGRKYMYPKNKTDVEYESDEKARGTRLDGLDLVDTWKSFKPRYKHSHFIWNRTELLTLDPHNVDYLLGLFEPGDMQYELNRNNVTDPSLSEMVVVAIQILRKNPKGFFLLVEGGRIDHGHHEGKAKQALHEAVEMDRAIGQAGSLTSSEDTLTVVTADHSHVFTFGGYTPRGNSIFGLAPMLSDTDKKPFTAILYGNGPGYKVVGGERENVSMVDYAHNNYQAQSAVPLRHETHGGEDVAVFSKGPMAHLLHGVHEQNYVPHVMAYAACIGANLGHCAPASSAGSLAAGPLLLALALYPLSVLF
TNAP act hiacc – TNAP activators at high phosphate acceptor level, primary screen, biochemical, luminescence, uHTS; activation factor at 20 µM; purified TNAP, CDP-star luminescence, 1 M DEA, 30 min; hits give high values; 0 = EDTA background, 1 = DMSO-only activity; Alkaline phosphatase, tissue-nonspecific isozyme (Homo sapiens), P05186; AID 1136, 2008; 200,000 tested, under 10 active;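 active means activation factor at least 2 at 20 µM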
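Control set: EDTA negative control, DMSO positive control / Assay system: human TNAP / Quantity: TNAP 1/800 final / Evaluation: TNAP activation factor scaled between EDTA and DMSO control wells / Measured by: luminescent substrate turnover signal / Compound dosing: one dose, 20 µM / Times: 30 min enzyme reaction at room temperature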
FLuc stim CS – FLuc activators, initial screening, artefact control for FLuc-dependent activation tests, biochemical, ATPlite luminescence | Luciferin 4-monooxygenase (Photinus pyralis), P08659 | ATPlite luciferase biochemical, 10 min; 0 = ATP-free wells, 1 = DMSO control | activation factor at 10 µM | 200,000 tested, under 10 active;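 active means luciferase activation factor, scaled between plate controls, of at least 2 with compound at 10 µM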
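Material: luciferase plus luciferin reagent, cell-free. Medium: PBS buffer for ATP. Also added: ATP substrate, dispensed from a 10.24 µM working solution in PBS. Doses: test compounds dosed from 2 mM stocks in 100% DMSO. Incubation: 10 min post-reagent at room temperature. Technique: light output (luminescence). Read-out basis: luminescence gain marking luciferase activators.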
Diaph inh CS – diaphorase inhibitors and chemical oxidizers, primary screen, counter-screen for diaphorase-coupled primary assays, biochemical, uHTS, resorufin fluorescence; diaphorase resazurin-to-resorufin fluorescence, NADH, 16 min; bacterial (C. kluyveri) enzyme, not human; inhibition, % at 20 µM; hit rate 0.69% among 190,000;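 active means primary screen inhibition at 20 µM above a set limit, cut at about 50% in these data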;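 further: plate controls were DMSO with full reaction for no effect and wells lacking NADH for full effect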
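Assay system – diaphorase enzyme from Clostridium kluyveri · Amount – diaphorase 0.14 U/mL (working solution) · Times – reaction incubation of 16 min at room temperature · Controls – No-NADH positive control and DMSO neutral control · Signal – resorufin fluorescence 544/590 nm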
TNAP inh hi DEA – human TNAP enzyme inhibitors, primary screen, biochemical, luminescent, high phosphate acceptor level, uHTS; inhibition, % at 20 µM; purified TNAP, CDP-star luminescence, 1 M DEA; hit rate 0.03% among 200,000;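 active means over 50% inhibition of tissue-nonspecific alkaline phosphatase at 20 µM in the single-dose screen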;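 further: plate controls were DMSO wells for no effect and EDTA-quenched wells as full inhibition for full effect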
PMI act hi M6P – human PMI activators, high substrate, primary screen, biochemical, fluorescence intensity, near-saturating mannose 6-phosphate | hit rate 0.34% among 190,000 | Mannose-6-phosphate isomerase (Homo sapiens), P34949 | activation factor at 20 µM | coupled PMI enzyme assay, resazurin fluorescence, 20 min; hits give high values; 1 = untreated enzyme, 0 = substrate-free blank;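 active means activation factor of 2 or more at 20 µM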
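Test system: human phosphomannose isomerase with PGI, G6PDH, diaphorase coupling enzymes / Doses: 20 µM compound, 1% DMSO / Times: enzyme reaction with compound 20 min at room temperature / Measured by: Diaphorase-driven resazurin-to-resorufin fluorescence, excitation 544, emission 590 nm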
HMGR II inh – inhibitors of E. faecalis class II HMGR, primary screen, biochemical, Enterococcus faecalis | HMG-CoA reductase (Enterococcus faecalis, mvaE) | purified E. faecalis HMGR, NADPH absorbance 340 nm kinetic | inhibition, % at 10 µM | hit rate 0.41% among 190,000 | AID 1066, 2008;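 active means inhibition above a set limit, the median over all tested compounds plus 3 SD, cut at about 9.5% in these data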;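 further: enzyme runs in reverse so mevalonate oxidation gives rising NADPH absorbance; 0% = complete reaction with DMSO and 100% = background rate lacking mevalonate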
Diaphorase act – compounds boosting diaphorase resazurin reduction – biochemical, uHTS, resorufin fluorescence, counter-screen for diaphorase-coupled primary assays, primary screen. hit rate 0.005% among 190,000. AID 1229, 2008. Diaphorase/resazurin coupled assay, 16 min; hits give high values; 1 = vehicle wells, 0 = NADH-free wells. activation factor at 20 µM;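 active means diaphorase activity raised at least twofold by the compound at 20 µM; inactive means activation factor below 2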
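Test system: Clostridium kluyveri diaphorase, purified enzyme. Buffer or medium: 50 mM HEPES pH 7.4 buffer plus MgCl2 and Tween 20. Also added: 0.114 mM NADH and 0.1 mM resazurin, final amounts. Dosing: compound 20 µM once, DMSO 1%. Schedule: 16 min enzyme reaction, ambient temperature. Detection: fluorescence of resorufin, 544 nm excitation, 590 nm emission.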
Active calls of the source: *; / = not tested or not shown.

SMILES | G6PDH CS | PMI act | TNAP inh noacc | TNAP act hiacc | FLuc stim CS | Diaph inh CS | TNAP inh hi DEA | PMI act hi M6P | HMGR II inh | Diaphorase act
Cn1ccnc1SCC(=O)Nc1nc2ccccc2s1 | 13 | 1.1 | 11 | 1 | 1 | -1 | -5 | 1 | -1 | 1
Cc1ccccc1C(=O)NNC(=O)C12CC3CC(CC(C3)C1)C2 | 9 | 0.9 | -28 | 1.1 | 1.1 | 24 | -8 | 0.9 | -3 | 0.8
CCN(CC(=O)NC(=O)NC1CCCCC1)Cc1nc2ccccc2c(=O)[nH]1 | 3 | 0.9 | -13 | 1 | 1.1 | 15 | -5 | 0.9 | -4 | 0.8
N#CCCn1cc(C(CC(=O)c2ccc(Br)cc2)C(=O)O)c2ccccc21 (configuration not stated) | 1 | 1 | -13 | 1 | 1 | 19 | -3 | 1 | 2 | 0.8
CN1CCN(Cc2ccc(OCc3ccccc3)cc2)CC1 | 3 | 1 | -19 | 1.1 | 0.9 | 10 | -9 | 1.1 | -7 | 0.9
Cc1ccc(-c2nnn(CC(=O)N(Cc3ccco3)C(C(=O)NC(C)(C)C)c3cccs3)n2)o1 (configuration not stated) | 7 | 1 | -10 | 1 | 1.1 | 28 | -1 | 1.1 | 1 | 0.7
CCOc1c2ccc(C(=O)N[C@H](C)C3CCCCC3)cc2nn1CCOC | 5 | 0.8 | -6 | 1 | 1.1 | 26 | -5 | 0.9 | 2 | 0.7
CC(=O)Nc1nc2c(c3c1c(=O)oc1ccccc13)CCCCC2 | -6 | 1 | -16 | 1.1 | 1.1 | 7 | -7 | 1 | -7 | 0.9
Cc1ccc(C)c(NC(=S)NNC(=O)c2csc3c2CCCC3)c1 | 6 | 1 | -7 | 1 | 1.1 | 6 | -2 | 1 | -9 | 0.9
CCOc1ccc(S(=O)(=O)Nc2cccnc2)cc1 | 14 | 0.9 | -13 | 1 | 1 | 16 | -4 | 0.9 | 4 | 0.8
CCCCn1nnc(NC(=O)c2ccc(-c3ccccc3)cc2)n1 | -36 | 0.9 | 0 | 1.1 | 1 | 13 | -5 | 0.9 | 0 | 0.9
O=C(Nc1nc(-c2ccccc2)cs1)c1cccc([N+](=O)[O-])c1 | 2 | 0.8 | -4 | 1 | 1 | 18 | 0 | 0.8 | -1 | 0.8

Compound profiles, from the list above. Screens in order: G6PDH CS | PMI act | TNAP inh noacc | TNAP act hiacc | FLuc stim CS | Diaph inh CS | TNAP inh hi DEA | PMI act hi M6P | HMGR II inh | Diaphorase act
CCN(CC(=O)NC(=O)NC1CCCCC1)Cc1nc2ccccc2c(=O)[nH]1 is listed with 3 | 0.9 | -13 | 1 | 1.1 | 15 | -5 | 0.9 | -4 | 0.8
Cc1ccccc1C(=O)NNC(=O)C12CC3CC(CC(C3)C1)C2 is listed with 9 | 0.9 | -28 | 1.1 | 1.1 | 24 | -8 | 0.9 | -3 | 0.8
N#CCCn1cc(C(CC(=O)c2ccc(Br)cc2)C(=O)O)c2ccccc21 (configuration not stated) is listed with 1 | 1 | -13 | 1 | 1 | 19 | -3 | 1 | 2 | 0.8
CCOc1ccc(S(=O)(=O)Nc2cccnc2)cc1 is listed with 14 | 0.9 | -13 | 1 | 1 | 16 | -4 | 0.9 | 4 | 0.8
CCCCn1nnc(NC(=O)c2ccc(-c3ccccc3)cc2)n1 is listed with -36 | 0.9 | 0 | 1.1 | 1 | 13 | -5 | 0.9 | 0 | 0.9

(continued)
SMILES | G6PDH CS | PMI act | TNAP inh noacc | TNAP act hiacc | FLuc stim CS | Diaph inh CS | TNAP inh hi DEA | PMI act hi M6P | HMGR II inh | Diaphorase act
Cc1nc2ccccc2nc1CSc1nncs1 | 6 | 1.2 | -2 | 1 | 1.1 | 2 | 0 | 1.2 | 4 | 1
c1ccc(-c2csc(Nc3cccnc3)n2)cc1 | 20 | 0.9 | -4 | 1 | 0.9 | 4 | -3 | 0.8 | -5 | 1
O=C(O)c1cc(-c2ccncc2)nc2ccc(F)cc12 | 11 | 0.9 | -6 | 1 | 1 | 14 | 1 | 0.9 | -4 | 0.9
CCSc1nnc(-c2cc(Br)ccc2N)c(=O)[nH]1 | 11 | 0.9 | -6 | 1 | 1.1 | 26 | -5 | 0.9 | -1 | 0.7
O=c1[nH]c(=O)c2nnc(N/N=C\c3ccc(O)cc3)nc2[nH]1 | 10 | 1.2 | -2 | 0.9 | 1 | -10 | 12 | 1.2 | -2 | 1.1
CC(=O)c1cn(CC(=O)NCc2ccco2)c2ccccc12 | 6 | 0.9 | -6 | 1 | 1 | 5 | -3 | 0.9 | 0 | 0.9
COC(=O)c1cccc(CSc2nnc(C)s2)c1 | 4 | 1.1 | 2 | 1.1 | 1 | 4 | -6 | 1.1 | -1 | 1
CCOC(=O)c1oc2ccc(CNC(C)(C)C)c(Cl)c2c1C | 4 | 1 | -6 | 1 | 1.1 | 4 | -4 | 1.1 | 1 | 1
O=C(c1ccccc1)c1ccc(COC(=O)c2cnccn2)cc1 | 7 | 1 | -7 | 1.1 | 1 | 13 | -7 | 1 | -1 | 0.9
COCCNC(=S)N(Cc1cccnc1)Cc1ccc(OC)c(OC)c1 | -7 | 1.1 | -13 | 1 | 1 | 4 | -1 | 1.1 | -6 | 1
COc1ccc(C(OCC2CO2)c2ccc(OC)cc2)cc1 (configuration not stated) | 6 | 1.1 | 0 | 1 | 1.1 | -1 | -4 | 1 | -7 | 1
O=C(NCC1CCCO1)C1C2C=CC3(CN(Cc4cccs4)C(=O)C13)O2 (configuration not stated) | 4 | 0.9 | -11 | 1 | 1 | 15 | -3 | 0.9 | -4 | 0.8
Cc1ccc(S(=O)(=O)N(C)C)cc1NC(=S)NCCCn1ccnc1 | 6 | 1 | -7 | 1 | 1.1 | 1 | -1 | 1 | 3 | 1
CC([NH2+][O-])C(C)(C)NO (configuration not stated) | -4 | 1.2 | -11 | 1 | 1.1 | 14 | -4 | 1.3 | -2 | 0.9
CCCC(=O)Nc1ccc(S(=O)(=O)N2CCCC2)cc1 | -2 | 1.2 | -3 | 1 | 1.1 | -3 | -4 | 1.2 | -5 | 1
COc1ccccc1N(C(=O)c1snc(C(N)=O)c1N)C(C(=O)NC1CCCC1)c1ccco1 (configuration not stated) | 2 | 1 | -13 | 1 | 1.1 | 15 | -5 | 1 | 0 | 0.8
CN(C)/C=c1\sc2c(C#N)cc(C(=O)c3ccc(Br)cc3)n2c1=O | -28 | 0.9 | 0 | 1 | 1.1 | 37 | -2 | 1 | -1 | 0.6
O=C(CSc1nnnn1C1CCCCC1)NCc1ccccc1 | 5 | 0.8 | -5 | 1 | 1 | 18 | -4 | 0.8 | -8 | 0.8
CCOc1ccccc1Nc1nc2ccccc2n1C(C)C | 4 | 1 | -32 | 1.1 | 1 | 12 | -8 | 1 | -2 | 0.9
CCc1ccc2c(Cl)c(C(=O)N/N=C/c3c[nH]c4ccccc34)sc2c1 | 3 | 0.8 | -8 | 1 | 1 | 25 | 1 | 0.8 | -3 | 0.7
Cc1cnccc1CN(C)C(=O)CC1C(=O)NCCN1CC1CCCCC1 (configuration not stated) | 8 | / | -5 | 1 | 1.1 | / | -1 | / | -4 | /
COc1ccc(C2(CNC(=O)c3cc([N+](=O)[O-])cc([N+](=O)[O-])c3)CCCC2)cc1OC | -1 | 1 | -2 | 1 | 1 | 8 | 0 | 0.9 | 2 | 0.9
COc1ccc(OCc2cc(-c3ccc(Cl)cc3)no2)cc1 | 0 | 1 | -11 | 1 | 1 | 3 | 2 | 1.1 | 0 | 1
O=C(c1ccc(Br)s1)N1CCN(C/C=C/c2ccccc2)CC1 | 6 | 0.9 | -3 | 1 | 1 | 10 | -1 | 1 | -1 | 0.9
Cc1ccc(S(=O)(=O)N2CCN(C(=O)/C=C/c3ccco3)CC2)cc1 | 6 | 0.7 | -5 | 1 | 1 | 24 | -4 | 0.9 | -7 | 0.8
COC(CNC(=O)C1CCN(C(=O)c2cc3oc(C)cc3n2Cc2c(F)cccc2Cl)CC1)OC | 2 | 1.2 | -8 | 1 | 1 | 11 | 0 | 1 | -4 | 0.9
CCc1ccc(/C=C/C(=O)c2ccc(N3CCOCC3)cc2)cc1 | -42 | 0.8 | 3 | 1 | 0.6 | 37 | 1 | 0.7 | -5 | 0.6
COCCOC(=O)C1=C(C)NC(=S)NC1c1cccs1 (configuration not stated) | 16 | 0.9 | -6 | 1 | 1 | 10 | -4 | 0.9 | -4 | 0.9
CCC(C(=O)Nc1nccs1)(C(F)(F)F)C(F)(F)F | -1 | 0.9 | -4 | 1 | 1.1 | 13 | -3 | 0.9 | -4 | 0.9
CCn1c(SCC(=O)c2cc(C)n(-c3ccc(C(=O)OC)cc3)c2C)nnc1-c1cccnc1 | -3 | 0.9 | -9 | 0.8 | 1 | 3 | 16 | 1 | -1 | 1
CCC(=O)Nc1ccc2ccccc2c1 | 9 | 0.9 | -14 | 1.1 | 1 | 14 | -6 | 0.9 | -1 | 0.9
CN1CCN(c2nc(N3CCN(CCO)CC3)nc3ccccc23)CC1 | 3 | 1 | -6 | 1.1 | 1.1 | -1 | -10 | 1.1 | 2 | 1
CCOc1cnn(-c2cc(Oc3ccc(C)cc3)ncn2)c(=O)c1Cl | 4 | 1 | -6 | 1 | 1 | 10 | 0 | 0.9 | -2 | 0.9
CC1(C)CC(NC(=S)NCc2ccc3c(c2)OCO3)CC(C)(C)N1 | 1 | 1 | -20 | 1 | 1.1 | 8 | -3 | 1 | 5 | 0.9

Source: PubChem (several laboratories)
